Bioassay records deposited in PubChem by several laboratories.
PPARg SRC-3 ag: PPARgamma agonists recruiting SRC-3 coactivator, primary screen, biochemical | biochemical PPARgamma/SRC-3 coactivator recruitment assay | activation, % at 8 µM | 0.26% of 200,000 active; in the data active means activation above about 23%;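 further: 0% = DMSO and 100% = reference agonist; some compounds past the cut are filed as inactive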
Target sequence (P37231 whole entry, looked up): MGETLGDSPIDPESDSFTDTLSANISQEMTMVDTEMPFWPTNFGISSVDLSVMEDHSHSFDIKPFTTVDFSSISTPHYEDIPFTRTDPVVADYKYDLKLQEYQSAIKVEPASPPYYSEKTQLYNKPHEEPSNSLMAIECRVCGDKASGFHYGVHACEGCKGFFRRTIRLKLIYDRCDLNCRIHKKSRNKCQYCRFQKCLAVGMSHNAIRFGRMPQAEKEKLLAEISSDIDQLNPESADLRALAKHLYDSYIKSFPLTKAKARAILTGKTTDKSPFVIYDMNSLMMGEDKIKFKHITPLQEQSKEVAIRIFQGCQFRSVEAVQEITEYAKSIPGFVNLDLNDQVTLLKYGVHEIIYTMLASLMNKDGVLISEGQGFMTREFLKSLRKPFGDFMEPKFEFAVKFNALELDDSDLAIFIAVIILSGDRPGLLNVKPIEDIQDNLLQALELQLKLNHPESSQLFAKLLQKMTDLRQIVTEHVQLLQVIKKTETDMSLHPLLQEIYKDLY
STAT3 act: IL-6 driven STAT3 reporter potentiators, primary screen, U3A cells, luciferase, luminescence, MLSCN library; 0.91% of 190,000 active; AID 871, 2007; IL-6 STAT3-luciferase reporter; 100% = signal with IL-6 EC80 alone; activation (% of control), % at 5.6 µM;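 active means activation above the screen-wide mean of compound activation plus 3 SD, cut at about 130% in these data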;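 further: 0% = background luminescence of wells with medium and substrate only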
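Detection: reporter luminescence signal / Assay system: STAT1-lacking human U3A cells, STAT3 luciferase reporter / Incubation: compound pre-incubation 1 h before IL-6, then 6 h stimulation at 37 °C / Control set: IL-6-only high control / Read-out: % activation relative to IL-6 control / Probe or stimulus: Interleukin-6, 33 ng/mL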
PPARg SRC-1 ag: PPARgamma agonists recruiting SRC-1 coactivator, primary screen, biochemical. 0.41% of 200,000 active. PPARgamma-SRC-1 coactivator recruitment biochemical assay. Peroxisome proliferator-activated receptor gamma (Homo sapiens), P37231. AID 631, 2007. activation, % at 8 µM; in the data active means activation above about 19%;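 further: 0% = DMSO and 100% = reference agonist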
PPARg SRC2 recr: agonists of PPARg-SRC-2 recruitment, primary screen, biochemical, HTS. AID 1032, 2008. PPARgamma LBD-SRC-2 recruitment. 0.34% of 200,000 active. activation, % at 8 µM; in the data active means activation above about 22%;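 further: 0% = vehicle and 100% = reference agonist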
STAT3 inh: IL-6 driven STAT3 reporter inhibitors, primary screen, U3A cells, luciferase, luminescence, MLSCN library; 0.89% of 190,000 active; inhibition, % at 5.5 µM; IL-6 STAT3-luciferase reporter; host cell line lacks STAT1;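 active means inhibition above the mean inhibition across all screened compounds plus 3 SD, cut at about 44% in these data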;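 further: 0% = DMSO only wells and 100% = 100 µM nifuroxazide control wells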
STAT1 blocker: STAT1 signaling inhibitors, primary screen, cell-based, HTS, luciferase reporter; 0.35% of 200,000 active; AID 920, 2007; NIH 3T3 STAT1-luciferase reporter, IFN-gamma, luminescence; inhibition, % at 5.5 µM;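 active means inhibition above a set limit, the mean inhibition across all tested compounds plus 3 SD, cut at about 34% in these data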;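 further: 0% = IFN-gamma with DMSO and 100% = IFN-gamma with 300 µM nifuroxazide; values of inactives mirror those of a sister screen read the other way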
bIAP inhibitor: bovine intestinal alkaline phosphatase inhibitors, primary screen, selectivity assay for TNAP inhibitor project, biochemical, bovine IAP, CDP-star luminescence; alkaline phosphatase, intestinal [Bos taurus]; purified bovine IAP, 30 min; inhibition, % at 20 µM; 190,000 tested, under 10 active; AID 1019, 2008;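 active means over 50% inhibition of intestinal alkaline phosphatase at 20 µM in the single-dose screen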
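test system = bovine IAP enzyme | medium = DEA buffer 100 mM, pH 9.8, with MgCl2 1.0 mM, ZnCl2 0.02 mM | detection = luminescence | dosing = single compound dose of 20 µM, 2% DMSO final | incubation = 30 min reaction at room temperature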
ROMK primary: ROMK potassium channel modulators, primary screen, cell-based, thallium flux, MLSMR library; B-score at 10 µM; Tet-inducible ROMK, thallium flux fluorescence; actives lie on both sides; ATP-sensitive inward rectifier potassium channel 1 (Homo sapiens), P48048; 2% of 130,000 active;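 active means signal ratio slope over the read window, or its plate-corrected B-score, at least 3 SD from the plate mean, either direction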;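 further: B-score of the F/F0 ratio slope over 7 to 12 s after thallium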
Target sequence (P48048 whole entry, looked up): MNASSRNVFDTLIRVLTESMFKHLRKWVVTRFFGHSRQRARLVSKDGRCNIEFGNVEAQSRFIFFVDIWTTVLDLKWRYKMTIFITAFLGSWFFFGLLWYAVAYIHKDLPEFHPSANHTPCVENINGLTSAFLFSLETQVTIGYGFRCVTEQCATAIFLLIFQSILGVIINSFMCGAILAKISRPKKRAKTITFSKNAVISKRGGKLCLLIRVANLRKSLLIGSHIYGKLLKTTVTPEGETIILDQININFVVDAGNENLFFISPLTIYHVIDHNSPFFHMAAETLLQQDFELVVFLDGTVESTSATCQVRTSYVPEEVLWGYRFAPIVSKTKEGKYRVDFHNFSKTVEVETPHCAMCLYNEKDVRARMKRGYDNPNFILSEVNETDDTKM
bIAP act: bovine intestinal alkaline phosphatase activators, primary screen, biochemical, bovine IAP, CDP-star luminescence. alkaline phosphatase, intestinal [Bos taurus]. purified bovine IAP, 30 min; active compounds read high; fold of DMSO-control signal, blank-subtracted. activation factor at 20 µM. 0.17% of 200,000 active;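 active means activation factor of 2 or more at 20 µM, a signal rise over negative controls twice the positive control's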
TNAP act hi DEA: TNAP activators at high phosphate acceptor level, primary screen, biochemical, luminescence, uHTS; Alkaline phosphatase, tissue-nonspecific isozyme (Homo sapiens), P05186; purified TNAP, CDP-star luminescence, 1 M DEA, 30 min; active compounds read high; 0 = EDTA background, 1 = DMSO-only activity; activation factor at 20 µM; 200,000 tested, under 10 active; AID 1136, 2008;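 active means activation factor at least 2 at 20 µM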
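system = human TNAP | amount = enzyme diluted 1/800 final | reagent = 100 µM CDP-star substrate | signal = luminescent substrate turnover signal | dosing = one dose, 20 µM | benchmarks = EDTA negative control, DMSO positive control | measure = activation factor | timing = 30 min reaction, room temperature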
SRC2 TRFRET art: TR-FRET signal artefacts, primary screen, artefact control for PPARgamma SRC-2 agonist project, biochemical | TR-FRET ratio at 8 µM | TR-FRET artefact counter-screen; active compounds read high | AID 1049, 2008 | 0.4% of 200,000 active; in the data active means TR-FRET ratio above about 2000; further: inactives centre near 1500
* marks the source's active call; other numbers are inactive results; . = not tested or not shown.

Start of the listing, in advance, three compounds:
SMILES	PPARg SRC-3 ag	STAT3 act	PPARg SRC-1 ag	PPARg SRC2 recr	STAT3 inh	STAT1 blocker	bIAP inhibitor	ROMK primary	bIAP act	TNAP act hi DEA	SRC2 TRFRET art
CCS(=O)(=O)N1CCCC(C(=O)NCCCN(C)Cc2ccccc2)C1 (stereo unspecified)	0	105	7	5	0	1	4	.	1	1	1576
CCCC1=NN2C(=N)/C(=C\c3ccc(SCc4ccco4)o3)C(=O)N=C2S1	-7	106	-1	0	-7	13	17	-3*	0.8	0.9	1586
O=C(Oc1ccc2cc(Br)ccc2c1)c1cccnc1	-11	102	-1	1	8	1	-1	.	1	1	1490

Results, from the first entry:
SMILES	PPARg SRC-3 ag	STAT3 act	PPARg SRC-1 ag	PPARg SRC2 recr	STAT3 inh	STAT1 blocker	bIAP inhibitor	ROMK primary	bIAP act	TNAP act hi DEA	SRC2 TRFRET art
CCS(=O)(=O)N1CCCC(C(=O)NCCCN(C)Cc2ccccc2)C1 (stereo unspecified)	0	105	7	5	0	1	4	.	1	1	1576
CCCC1=NN2C(=N)/C(=C\c3ccc(SCc4ccco4)o3)C(=O)N=C2S1	-7	106	-1	0	-7	13	17	-3*	0.8	0.9	1586
O=C(Oc1ccc2cc(Br)ccc2c1)c1cccnc1	-11	102	-1	1	8	1	-1	.	1	1	1490
CCOc1ccccc1NC(=O)c1cccc(NC(=O)CC(c2ccccc2)c2ccccc2)c1	2	96	-13	0	7	-1	-6	.	1.1	1.1	1496
CCCNC(=O)Nc1ccc(F)c(Cl)c1	1	102	1	-5	6	-8	-18	0.014	1.2	1	1437
Cc1ccc(N/C=C(\C#N)c2ccc(OCCCF)cc2)cc1	7	98	-3	-2	9	-8	20	0.83	0.8	1.1	1468
CCOc1ccc(C(=O)Nc2nccs2)cc1[N+](=O)[O-]	1	97	-4	-7	2	-23	25	.	0.8	1	1467
CC(=O)c1c(C)[nH]c(C(=O)Nc2cc(S(=O)(=O)N(C)C)ccc2C)c1C	4	91	10	6	13	-5	1	0.61	1	1	1501
CNC(=O)c1cc(OCC(F)(F)F)ccc1OCC(F)(F)F	1	87	0	2	24	-3	11	-1	0.9	1.1	1648
C/C(=N\NC(=O)COc1ccc(C(C)(C)C)cc1)c1ccccc1	1	105	-4	-4	-4	0	-1	-1.3	1	1	1661
CNC(=S)N1CCN(C(c2ccccc2)c2ccccc2)CC1	1	98	8	-2	6	0	6	0.31	0.9	1	1442
Cc1cccc(C)c1NC(=O)C1(N(Cc2ccco2)C(=O)Cn2nnnc2N)CCCCC1	-2	92	3	17	8	8	-17	0.093	1.2	1	1720
O=C(COC(=O)C1CC(=O)N(Cc2ccccc2)C1)Nc1ccc(Cl)cc1F (stereo unspecified)	3	101	10	7	1	-3	-11	-0.95	1.1	1	1608
COc1ccccc1/C=N/OC(=O)c1ccc(F)cc1	2	99	-4	2	13	3	-7	0.62	1.1	1.1	1828
CN1C(=O)c2ccc(NC(=O)CCS(=O)(=O)c3ccccc3)cc2C1=O	3	107	5	4	-2	-10	0	1.1	1	1	1550
O=C(NCC1CC1)[C@@H]1C[C@H]1[C@@H](NP(=O)(c1ccccc1)c1ccccc1)c1ccccc1	-2	94	-6	-7	5	0	-8	-0.4	1.1	1	1445
COc1ccc(-c2cc(=O)oc3cc(OC(=O)C4CCCCC4)c(Cl)cc23)cc1	2	109	2	10	-11	1	0	.	1	1	1559
Cc1cccc(Nc2nc3c(s2)CCCC3)c1	2	107	5	-14	-9	-72	7	.	0.9	1	1637
CCOc1ccc(N2C(=O)/C(=C/c3cccs3)N(CC(=O)OC)C2=S)cc1	17	105	1	3	-1	6	13	.	0.9	1	1601
O=C(CCNS(=O)(=O)c1cccc2nonc12)NC1CCCCC1	3	104	-1	3	-1	-5	-13	-1.1	1.1	1	1562
C=CCNC(=O)/C=C/c1c(F)cccc1Cl	2	93	4	1	11	-19	-169	.	2.7*	1.1	1589
CS(=O)(=O)N(CCc1ccccc1)CC(=O)N1CCN(Cc2ccccc2)CC1	9	77	0	7	30	10	-4	-0.72	1	1	1583
Cc1ccc2nc(N3C(=O)C(O)=C(C(=O)c4ccco4)C3c3cccs3)sc2c1 (stereo unspecified)	64*	118	38*	47*	-21	-26	16	-2.6*	0.8	1	2260*
Cn1cc(/C=N/n2cnc3scc(-c4ccccc4)c3c2=O)c2ccccc21	9	113	12	4	-10	0	4	.	1	1	1651
Cn1cccc1C(=O)NC(=O)COC(=O)c1cc([N+](=O)[O-])ccc1Cl	-6	82	7	3	28	13	-13	-0.025	1.1	1	1603

The listing continues.
SMILES	PPARg SRC-3 ag	STAT3 act	PPARg SRC-1 ag	PPARg SRC2 recr	STAT3 inh	STAT1 blocker	bIAP inhibitor	ROMK primary	bIAP act	TNAP act hi DEA	SRC2 TRFRET art
CCC(C)(C(=O)NC1CCCC1)N(CC1CCCO1)C(=O)c1ccc2c(c1)OCO2 (stereo unspecified)	6	98	8	3	5	0	-2	0.048	1	1	1710
CC(=O)Nc1c(O)nc(SCC(=O)Nc2ccc(C(C)=O)cc2)[nH]c1=O	26*	103	5	8	3	-22	5	.	1	1.1	1727
CCOC(=O)C1(Cc2cccc(OC)c2)CCCN(Cc2nccn2CC)C1 (stereo unspecified)	3	104	10	6	-3	9	2	-0.89	1	1	1526
CCOC(=O)C1=C(C)NC(C)=C(C(=O)OCC)C1c1cn(-c2ccccc2)nc1-c1ccco1	10	109	0	-1	-10	-1	13	.	0.9	1	1593
CC(=O)Nn1c(-c2ccccc2)cc2ccccc21	-6	100	0	-4	9	-4	3	-0.051	1	1.1	1525
Cc1cc(C(F)(F)F)n2nc(-c3cnn(C)c3C(F)(F)F)c(Br)c2n1	6	105	5	7	1	-7	-11	-0.51	1.1	1	1529
O=c1c2ccccc2oc2nc(-c3cccs3)n(CCc3ccccc3)c(=O)c12	0	100	-1	-4	2	-2	10	.	0.9	1.1	1602
CN(CC(=O)Nc1ccc(Cl)cc1)CC(=O)Nc1cc(Cl)ccc1C#N	2	114	3	-3	-12	6	-50	.	1.5	1	1585
COc1ccc(-n2c(Cn3c(=O)sc4ccccc43)nnc2SC)cc1	1	94	5	1	8	1	12	.	0.9	1	1764
C#CCNC(=O)C1=C[C@H](C)[C@@H](CCCO)[C@H](OCC)O1	3	.	6	-1	.	-3	0	.	1	1.1	1603
C=CCn1c(N)cc(=O)nc1SCC(=O)Nc1ccc(C)cc1	2	88	4	12	19	3	4	0.14	1	1.1	1603
S=c1[nH]nc(C2CCCCC2)n1/N=C/c1ccccn1	-1	113	-6	-5	-8	0	2	-1.4	1	1	1564
CN(c1ccccc1)c1nc(-n2ccnc2)nc(-n2ccnc2)n1	1	107	3	3	-5	-1	0	-1.2	1	1	1433
Cc1cc(C)c(S(=O)(=O)N2CCCCC2)cc1N(C)S(=O)(=O)c1ccc(Cl)cc1	-3	103	-2	7	4	13	18	.	0.8	1.1	1498
CC(=O)/C=C1\SC(CC(=O)O)C(=O)N1c1ccccc1 (stereo unspecified)	4	97	6	16	3	-1	9	-0.044	0.9	1	1773
CC(=O)C(Sc1nc(N(C)C)nc(N(C)C)n1)C(=O)Nc1ccccc1 (stereo unspecified)	0	108	5	2	-4	3	2	0.97	1	1.1	1617
Cn1c(=O)[nH]c(=O)c2c1nc(Br)n2CC(O)c1ccccc1 (stereo unspecified)	11	103	5	4	6	-5	8	.	0.9	1.1	1584
CC1(C)CC(=O)C2=C(C1)OC1=C(C(=O)CC(C)(C)C1)C2(C)C	2	104	5	11	-7	8	1	1.1	1	1	1560
COc1cc(C2C(C(=O)OC(C)C)=C(C)Nc3ncnn32)cc(OC)c1OC (stereo unspecified)	6	99	3	13	10	5	-2	.	1	1.1	1889
CCCC(=O)Nc1cc(S(=O)(=O)N(CC)CC)ccc1Cl	-4	108	-7	-12	-7	3	-2	.	1	1	1407
CC(C)=C1C2CCC1C(C(=O)Nc1cc(C)cc(C)c1)C2C(=O)O (stereo unspecified)	-3	95	-5	-6	15	3	6	0.41	0.9	1	1182
C=CCNC(=O)c1ccc2c(=O)n(CCCN3CCCC3=O)c(=S)[nH]c2c1	0	110	-8	-2	1	-4	8	-2.1	0.9	1.1	1247
COC(=O)c1c(NC(=O)c2cccnc2Cl)sc(C(=O)N(C)C)c1C	5	90	2	4	15	7	-8	0.31	1.1	1	1653
O=C(CN1CCCN(S(=O)(=O)c2ccc(Br)cc2)CC1)Nc1ccc2cn[nH]c2c1	2	95	2	5	9	7	.	.	.	.	1576
Cc1ccc(NC(=O)C2=CCN(S(=O)(=O)c3ccc(F)cc3)CC2)cc1	5	106	-4	2	-7	7	11	-0.85	0.9	1	1472

More results
SMILES	PPARg SRC-3 ag	STAT3 act	PPARg SRC-1 ag	PPARg SRC2 recr	STAT3 inh	STAT1 blocker	bIAP inhibitor	ROMK primary	bIAP act	TNAP act hi DEA	SRC2 TRFRET art
CC(C)=CCC/C(C)=C/CCC(C)NCCN1CCNCC1 (stereo unspecified)	3	93	2	0	15	-4	16	-3.3*	0.8	1	1379
CSc1ccc(CN(C)CC(=O)Nc2ccc(NC(C)=O)cc2)cc1	-1	102	2	10	6	4	3	-0.7	1	1	1566
OCC1(CCc2ccccc2)CCN(Cc2ccccc2Cl)CC1	-3	110	9	4	-7	-7	-4	-0.75	1	1.1	1683
O=[N+]([O-])c1ccc2n[nH]nc2c1	20	100	2	14	1	1	7	.	0.9	1	1482
COc1ccc(NC(=O)c2ccc3c(c2)C(=O)N(Cc2cccnc2)C3=O)cc1	14	103	-1	-1	-1	2	14	-0.74	0.9	1	1492
O=c1c[n+]([O-])c2ccccc2n1OCc1ccccn1	10	80	3	5	24	3	3	-0.87	1	1	1652
CC(C)CN(C(=O)COC(=O)c1c(Cl)ccc(Cl)c1Cl)C1CCS(=O)(=O)C1 (stereo unspecified)	-5	111	-8	-5	-3	-6	-10	0.016	1.1	1	1382
O=C1c2ccccc2-c2cccc(C(=O)N3CCN(C(=O)c4ccccc4)CC3)c21	1	110	-1	12	-13	2	-7	.	1.1	1	1467
COC(=O)c1sc2ncccc2c1OCc1ccc(Cl)cc1Cl	-8	83	-1	0	22	-6	8	.	0.9	1	1334
